# SKKanGAS inh – S. pyogenes SKKanGAS growth inhibitors in kanamycin, primary screen, streptokinase expression inhibitor project, SKKanGAS strain, BacTiter-Glo luminescence; 6 h; AID 1662, 2009; actives 1.3% (n = 300,000); inhibition, % at 7.5 µM;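 active = mean replicate score, as percent of positive control median, at least 50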;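 note: strain carries kanamycin resistance gene driven by streptokinase promoter and grows in 40 µg/ml kanamycin; loss of luminescence reflects streptokinase promoter inhibition or plain growth inhibition; 0% = median of DMSO wells and 100% = positive control at its reference dose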
# TRPC4 potent – positive allosteric modulators of TRPC4, primary screen, cell-based, mouse TRPC4beta, HEK293 mu-opioid, Fluo-4 calcium. B-score at 10 µM. DAMGO EC20, Fluo-4 Ca2+ flux; active compounds read high. actives 0.42% (n = 310,000);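 active = B-score of calcium response area above 5 SD of library B-scores, with initial fluorescence ratio within 5 SD of library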;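 note: B-score of integrated fluorescence ratio over time as area under calcium response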
# ANO1 activ – TMEM16A chloride channel activators or potentiators, primary screen, cell-based, HTS | actives 0.3% (n = 340,000) | B-score at 10 µM | Anoctamin-1 (Mus musculus), Q8BHY3 | HEK293 TMEM16A/YFP-H148Q/I152L, iodide quench fluorescence; active compounds read low;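 active = fluorescence-ratio B-score plate-corrected deviation score at least 3 library SD below zero, with starting fluorescence score within 5 deviations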;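 note: channel opened by trigger with iodide after compound preincubation; score built on the fluorescence ratio of max minus min over baseline; more negative score means more quench and so TMEM16A activation or potentiation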
# MrgX1 PAM – positive allosteric modulators of MrgX1, primary screen, HEK293 cells, Fluo-4 calcium flux; Mas-related G-protein coupled receptor member X1 (Homo sapiens), Q96LB2; FDSS; active compounds read high; B-score at 10 µM; actives 0.63% (n = 310,000);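 active = plate-corrected calcium response at least 3 library SD above typical, normal starting fluorescence, not activating the receptor alone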;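 note: compound read alongside a low EC10 to EC30 dose of BAM8-22 agonist; peak minus trough fluorescence over baseline measured at the second addition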
# Target sequence (Q96LB2 whole entry, looked up): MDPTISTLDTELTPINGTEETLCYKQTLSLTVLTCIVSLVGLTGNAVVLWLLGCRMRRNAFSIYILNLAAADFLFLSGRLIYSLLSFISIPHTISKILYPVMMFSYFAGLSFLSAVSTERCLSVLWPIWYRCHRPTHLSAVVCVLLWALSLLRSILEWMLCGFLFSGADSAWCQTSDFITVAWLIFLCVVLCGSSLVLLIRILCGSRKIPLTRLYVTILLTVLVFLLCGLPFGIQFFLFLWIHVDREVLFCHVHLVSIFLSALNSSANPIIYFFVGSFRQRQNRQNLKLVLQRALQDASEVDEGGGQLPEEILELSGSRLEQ
# TRPC4 agonist – activators of mouse TRPC4 channel, primary screen, Fluo4 calcium, HEK293 TRPC4beta/mu-opioid cells; Short transient receptor potential channel 4 (Mus musculus), Q9QUQ5; B-score at 10 µM; Fluo4 calcium fluorescence; active compounds read high; actives 0.49% (n = 310,000);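 active = B-score above 5 SD of library B-scores, and initial fluorescence ratio not above library mean plus 5 SD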;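 note: positive B-score marks a calcium rise read as TRPC4 activation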
#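 Assay system: HEK293 cells stably co-expressing mouse TRPC4beta and mu-opioid receptor / Timing: Fluo4 dye loading 45 min at room temperature, 110 s recording / Signal: Fluo4 calcium-sensitive dye fluorescence, kinetic, 1 Hz baseline / Read-out: integrated baseline-normalised fluorescence ratio, converted to per-well B score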
# TRPC6 activator – mouse TRPC6 channel activators, primary screen, cell-based, HEK293, membrane potential dye | B-score at 10 µM | Short transient receptor potential channel 6 (Mus musculus), Q61143 | HEK293-TRPC6 membrane potential dye fluorescence; active compounds read high | AID 2550, 2010 | actives 0.13% (n = 310,000);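 active = B-score of the integrated fluorescence ratio above library mean plus 3 SD, and starting fluorescence ratio within library mean plus 5 SD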;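 note: higher score means more depolarization so channel activation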
# TRPC4 block – inhibitors of mouse TRPC4 channel, primary screen, Fluo4 calcium, HEK293 TRPC4beta/mu-opioid cells; Short transient receptor potential channel 4 (Mus musculus), Q9QUQ5; DAMGO-evoked Fluo4 calcium flux; active compounds read low; B-score at 10 µM; actives 0.39% (n = 300,000);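 active = B-score over 3 SD under the library average, no early fluorescence shift, positive overall ratio signal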
#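 material = TRPC4beta/mu-opioid receptor HEK293 cell line | probe or stimulus = sequential submaximal and maximal DAMGO stimulation | compound dosing = one concentration per compound | measured by = Fluo4 Ca2+ flux fluorescence | evaluation = integrated fluorescence ratio relative to baseline, converted to per-well B score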
# TRPC6 inhibitor – mouse TRPC6 channel inhibitors, primary screen, cell-based, HEK293, membrane potential dye; Short transient receptor potential channel 6 (Mus musculus), Q61143; ACh-evoked depolarization; active compounds read low; B-score at 10 µM; actives 1.1% (n = 310,000); AID 2553, 2010;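 active = B-score under library mean minus 3 SD, initial fluorescence not abnormally high, positive integrated signal ratio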;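 note: B-score derived from integrated fluorescence ratio over the kinetic read; more negative B-score means stronger inhibition of depolarization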
# ANO1 block – TMEM16A chloride channel inhibitors, primary screen, cell-based, HTS. normalized B-score (activity score, 25-100; higher = stronger inhibition) at 10 µM. HEK293 TMEM16A/YFP iodide influx fluorescence, ionomycin. actives 1.2% (n = 310,000). Anoctamin-1 (Mus musculus), Q8BHY3. AID 588511, 2011;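 active = ratio plate-corrected score three or more library SD toward inhibition, starting fluorescence score within five deviations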;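 note: score derived from kinetic fluorescence span divided by baseline fluorescence per well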
# MrgX1 antag – antagonists of human MrgX1 receptor, primary screen, HEK293 cells, Fluo-4 calcium flux; Mas-related G-protein coupled receptor member X1 (Homo sapiens), Q96LB2; B-score at 10 µM; BAM8-22 antagonism; active compounds read low; actives 1.3% (n = 310,000);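 active = calcium-response B-score plate-corrected more than 3 library SD below zero, starting fluorescence within 5 deviations, no agonist response on first addition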;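 note: peak minus trough fluorescence over baseline after final BAM8-22 challenge near maximal dose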
# MrgX1 agonist – agonists of human MrgX1 receptor, primary screen, HEK293 cells, Fluo-4 calcium flux. AID 588627, 2011. Fluo-4 calcium fluorescence, agonist mode; active compounds read high. Mas-related G-protein coupled receptor member X1 (Homo sapiens), Q96LB2. actives 0.44% (n = 310,000). B-score at 10 µM;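 active = calcium response B-score plate-corrected fluorescence ratio at least 3 library SD, with starting fluorescence B-score inside 5 SD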
#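 Material: MrgX1-expressing HEK293 cells; input: 15,000 cells per well; doses: test compound given as first of three sequential additions; schedule: overnight plating before 1 h dye loading; technique: Fluo-4 NW calcium-flux fluorescence, kinetic read; evaluation: baseline-normalised fluorescence change ratio, B-scored; control set: plate-wise positive and negative controls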
# An asterisk follows results filed as active; i = inactive; x = not tested or not shown.
SMILES,SKKanGAS inh,TRPC4 potent,ANO1 activ,MrgX1 PAM,TRPC4 agonist,TRPC6 activator,TRPC4 block,TRPC6 inhibitor,ANO1 block,MrgX1 antag,MrgX1 agonist
O=C(Nc1ccccc1Cl)c1ccc(-c2ccccn2)s1,-7,i,i,i,i,i,i,i,i,i,i
O=C(N/N=C/c1ccco1)c1ccccc1OCc1ccc(Br)cc1,5,i,i,i,i,i,i,i,i,i,i
CC(C)(O)c1cn(-c2nonc2N)nn1,-2,i,i,i,i,i,i,i,i,i,i
CCCCNC(=O)Cc1c(OC)ccc2cc(Br)ccc12,-17,i,i,i,i,i,i,i,i,i,i
Cc1csc(SCC(=O)NC(=O)NC2CCCC2)n1,6,i,i,i,i,i,i,i,i,i,i
CCOC(=O)c1c(NC(=O)CSc2nnc(-c3ccco3)o2)sc(C)c1C,-3,i,i,i,i,i,i,i,i,i,i
O=C(NCCCO)/C(=C/c1ccco1)NC(=O)c1ccc(Br)o1,-1,i,i,i,i,i,i,i,i,i,i
Cc1ccc(S(=O)(=O)N2CCOCC2)cc1NC(=O)COC(=O)CCOc1ccc(C(C)(C)C)cc1,13,i,i,i,i,i,i,i,i,i,i
COc1cccc(N2CCN(C3CC(=O)N(c4ccc(C)c(Cl)c4)C3=O)CC2)c1 (configuration not stated),0,i,i,i,i,i,i,i,i,i,i
COc1cccc(CNC(=O)C2CCN(c3nnc(N4CCCC4=O)s3)CC2)c1,-5,i,i,i,i,i,i,i,i,i,i
CCC(=O)Nc1ccc(NC(=S)NC(=O)/C=C/c2ccco2)cc1,2,i,i,i,i,i,i,i,i,i,i
N#Cc1cccc(C(c2nnnn2C2CCCC2)N2CCC(Cc3ccccc3)CC2)c1 (configuration not stated),-7,i,i,i,i,i,i,i,i,i,i
O=C(NCc1ccc2c(c1)OCO2)c1ccc2c(c1)N(Cc1c(F)cccc1Cl)C(=O)CS2,6,i,i,i,i,i,i,i,i,i,i
CN(CC(=O)O)S(=O)(=O)c1ccc2oc3ccccc3c2c1,3,i,i,i,i,i,i,i,i,i,i
CC(C)N1CCC(N2CCN(Cc3ccc4nonc4c3)CC2CCO)CC1 (configuration not stated),-11,i,i,i,i,i,i,i,i,i,i
Cc1ccc(C)c(S(=O)(=O)N2CCN(C(=O)c3ccncc3)CC2)c1,-4,i,i,i,i,i,i,i,i,i,i
Cc1cccc(Cc2nnc(CCC(=O)N(C)C3CCOC3)o2)c1 (configuration not stated),-6,i,i,i,i,i,i,i,i,i,i
O=C(N/N=C/c1ccncc1)c1cccc(S(=O)(=O)Nc2ccc(Cl)cc2)c1,-19,i,i,i,i,i,i,i,i,i,i
O=C(c1cnc2ccc(Cl)cc2c1Cl)N1CCOCC1,-6,i,i,x,i,i,i,i,x,x,x
O=C1NC(c2ccc(Cl)cc2)Oc2ccccc21 (configuration not stated),1,i,i,i,i,i,i,i,i,i,i
CC(C)C(NC(=O)c1ccccc1)C(=O)OCc1cc([N+](=O)[O-])cc2c1OCOC2 (configuration not stated),-10,i,i,i,i,i,i,i,i,i,i
COc1ccc2oc(C(=O)NCc3ccco3)c(C)c2c1,0,i,i,i,i,i,i,i,i,i,i
COc1cccc(CC(NC(C)=O)C(=O)NC2CCN(C(=O)Nc3ccc(C)cc3)CC2)c1 (configuration not stated),-2,i,i,x,i,i,i,i,x,x,x
COc1cccc(/C=N/NC(=O)c2cc(C34CC5CC(CC(C5)C3)C4)[nH]n2)c1,7,i,i,i,i,i,i,i,i,i,i
Cc1ccc(-c2cc(C(=O)N/N=C/c3c(C)nn(-c4ccccc4)c3C)n[nH]2)s1,12,i,i,x,i,i,i,i,x,x,x
CC(=O)Nc1ccc(NS(=O)(=O)c2ccccc2)cc1,5,i,i,i,i,i,i,i,i,i,i
O=C(NCCNS(=O)(=O)c1ccccc1)c1ccc([N+](=O)[O-])cc1,-1,i,i,i,i,i,i,i,i,i,i
COc1ccc(N2CCN(C(=O)C3CCN(S(=O)(=O)c4ccc(C)cc4)CC3)CC2)cc1,-21,i,i,i,i,i,i,i,i,i,i
CCOCCCNC(=O)c1ccc(/C=C2\Oc3ccccc3N(C)C2=O)cc1,6,i,i,i,i,i,i,i,i,i,i
COC(=O)c1cc(S(=O)(=O)N2CCN(c3ccc(F)cc3)CC2)c[nH]1,-8,i,i,i,i,i,i,i,i,i,i
CCn1c(CC(=O)Nc2ccc(C)c(Cl)c2)nnc1SCCOc1ccc(OC)cc1,0,i,i,i,i,i,i,i,i,i,i
Cc1noc(C)c1S(=O)(=O)N1CCCC(C(=O)NCCC2=CCCCC2)C1 (configuration not stated),-4,i,i,i,i,i,i,i,i,i,i
COc1ccccc1CCNS(=O)(=O)c1cc2c3c(c1)CCN3C(=O)CC2,-12,i,i,i,i,i,i,i,i,i,i
O=C(O)c1c[nH]c2c(C(F)(F)F)cccc2c1=O,4,i,i,i,i,i,i,i,i,-7.4*,i
CCc1nn(C(CC)C(=O)NCCCc2ccccc2)c(=O)c2cc3occc3n12 (configuration not stated),12,i,i,i,i,i,i,i,i,i,i
CC(Sc1n[nH]c(N)n1)C(=O)Nc1cccc(S(=O)(=O)N2CCOCC2)c1 (configuration not stated),28,i,i,i,i,i,i,i,i,i,i
Cc1ccc(OCC(=O)NC(C)c2ccccc2)cc1 (configuration not stated),5,i,i,i,i,i,i,i,i,i,i
COc1ccc(CCN2CC(C(=O)O)CC2=O)cc1OC (configuration not stated),2,i,i,i,i,i,i,i,i,i,i
Cc1ccc(C(=O)CCC(=O)Nc2ccccc2C)c(C)c1,5,i,i,i,i,i,i,i,i,i,i
CC(C)COP(=O)(OCC(C)C)C(Nc1ccccc1)c1ccc2c(c1)OCO2 (configuration not stated),17,i,i,i,i,i,i,i,i,i,i
C=CCNc1ncnc2ccc(Br)cc12,-4,i,i,i,i,i,i,i,i,i,i
CCn1c(N)c(C(=O)NCc2ccc3c(c2)OCO3)sc1=S,15,i,i,i,i,i,i,i,i,i,i
CCc1ccc(CC(=S)N2CCOCC2)cc1,3,i,i,i,i,i,i,i,i,i,i
Cc1cc(C)c2c(N)c(C(=O)NCC3CCCCC3)sc2n1,-6,i,i,i,i,i,i,i,i,i,i
CCc1cc(C(=O)c2ccc(C)cc2)c(NC(=O)CCl)s1,-4,i,i,i,i,i,i,i,i,i,i
CCC1CCCN1Cn1cnc2c([nH]c3ccc(C)cc32)c1=O (configuration not stated),-2,i,i,i,i,i,i,i,i,i,i
NC(=O)C1CCN(C(=O)C2c3ccccc3C(=O)N3CCc4ccccc4C23)CC1 (configuration not stated),-7,i,i,i,i,i,i,i,i,i,i
Fc1cccc2sc(Nc3nc4cc5c(cc4s3)OCO5)nc12,53*,i,i,i,i,i,i,i,i,i,i
CNC(=O)c1cc(S(=O)(=O)NC2CCCCCC2)ccc1C,7,i,i,x,i,i,i,i,x,x,x
COc1cc(N=c2c([N+](=O)[O-])nn(-c3ccc4c(c3)OCCO4)n2O)cc(OC)c1,73*,i,i,i,i,i,i,i,i,i,i
O=C(CN1CCN(c2ccc(F)cc2)CC1)Nc1ccc(F)c(F)c1,-4,i,i,i,i,i,i,i,i,i,i
CCCn1cc(NC(=O)c2cc3n(n2)C(C(F)(F)F)CC(c2ccccc2)N3)cn1 (configuration not stated),3,i,i,i,i,i,i,i,i,i,i
Cc1ccc(NC(=O)CN(C)C(=O)CNC(=O)c2sc3ccccc3c2Cl)cc1,30,149*,i,i,i,i,i,i,i,i,i
CCN(CC)CCOC(=O)c1ccc(NC(=O)C2(c3ccccc3)CCCC2)cc1,2,i,i,i,i,i,i,-5.2*,i,i,i
O=S(=O)(c1ccc(Cl)cc1)N(CCCN1CCOCC1)Cc1cccs1,-3,i,i,i,i,i,i,i,i,i,i
O=C(Cn1cnc2ccccc2c1=O)NCC(=O)N1CCN(c2ccccn2)CC1,x,x,i,i,x,x,x,x,i,i,i
COc1ccc(NC(=O)C2CC(c3cc(OC)c(OC)c(OC)c3)=NO2)cc1OC (configuration not stated),1,i,i,i,i,i,i,i,i,i,i
O=C(c1ccccc1F)N1CCN(C2CCC(c3ccccc3)CC2)CC1 (configuration not stated),-1,i,i,i,i,i,i,i,i,i,i
COc1ccc(CCN2C(=O)N(c3ccc(OC)cc3)C(=O)C2CC(=O)Nc2ccccc2)cc1 (configuration not stated),-1,i,i,i,i,i,i,i,i,i,i
CC(OC(=O)CCc1c[nH]c2ccccc12)C(=O)c1ccccc1 (configuration not stated),0,i,i,i,i,i,i,i,i,i,i
CSc1nc2ccc(NC(=O)NC(=O)c3c(F)cccc3F)cc2s1,0,i,i,i,i,i,i,i,i,i,i
Cc1cccc(/N=C/c2c(O)cc(C)oc2=O)n1,5,i,i,i,i,i,x,i,i,i,i

# Individual results from the results shown:
# SKKanGAS inh, CCn1c(N)c(C(=O)NCc2ccc3c(c2)OCO3)sc1=S is entered as 15
# SKKanGAS inh, Cc1cccc(/N=C/c2c(O)cc(C)oc2=O)n1 is entered as 5

# An unsorted share of the library; overall some 6.7% were active at least once.
